Assay outcomes as filed in PubChem.
KDM5B inhibitor = inhibitors of human KDM5B histone demethylase. Q9UGL1. KDM5B demethylase, FDH-coupled NADH fluorescence (FDH is formaldehyde dehydrogenase). Potency, µM (doses to about 57.7 µM), without a hit: at the highest dose activity change, negative = inhibition, most hits filed as inhibitors. 220,000 tested, 2.6% active. AID 1347165; active = well fitted inhibition curve with a large enough effect; inconclusive = small, poorly fitted or top-dose-only effect; inactive = no such curve, though single readings can be large or run the other way; note: 0% is about no effect; nearly all actives have a fitted effect of over 70% in size
Target sequence (Q9UGL1 whole entry, looked up): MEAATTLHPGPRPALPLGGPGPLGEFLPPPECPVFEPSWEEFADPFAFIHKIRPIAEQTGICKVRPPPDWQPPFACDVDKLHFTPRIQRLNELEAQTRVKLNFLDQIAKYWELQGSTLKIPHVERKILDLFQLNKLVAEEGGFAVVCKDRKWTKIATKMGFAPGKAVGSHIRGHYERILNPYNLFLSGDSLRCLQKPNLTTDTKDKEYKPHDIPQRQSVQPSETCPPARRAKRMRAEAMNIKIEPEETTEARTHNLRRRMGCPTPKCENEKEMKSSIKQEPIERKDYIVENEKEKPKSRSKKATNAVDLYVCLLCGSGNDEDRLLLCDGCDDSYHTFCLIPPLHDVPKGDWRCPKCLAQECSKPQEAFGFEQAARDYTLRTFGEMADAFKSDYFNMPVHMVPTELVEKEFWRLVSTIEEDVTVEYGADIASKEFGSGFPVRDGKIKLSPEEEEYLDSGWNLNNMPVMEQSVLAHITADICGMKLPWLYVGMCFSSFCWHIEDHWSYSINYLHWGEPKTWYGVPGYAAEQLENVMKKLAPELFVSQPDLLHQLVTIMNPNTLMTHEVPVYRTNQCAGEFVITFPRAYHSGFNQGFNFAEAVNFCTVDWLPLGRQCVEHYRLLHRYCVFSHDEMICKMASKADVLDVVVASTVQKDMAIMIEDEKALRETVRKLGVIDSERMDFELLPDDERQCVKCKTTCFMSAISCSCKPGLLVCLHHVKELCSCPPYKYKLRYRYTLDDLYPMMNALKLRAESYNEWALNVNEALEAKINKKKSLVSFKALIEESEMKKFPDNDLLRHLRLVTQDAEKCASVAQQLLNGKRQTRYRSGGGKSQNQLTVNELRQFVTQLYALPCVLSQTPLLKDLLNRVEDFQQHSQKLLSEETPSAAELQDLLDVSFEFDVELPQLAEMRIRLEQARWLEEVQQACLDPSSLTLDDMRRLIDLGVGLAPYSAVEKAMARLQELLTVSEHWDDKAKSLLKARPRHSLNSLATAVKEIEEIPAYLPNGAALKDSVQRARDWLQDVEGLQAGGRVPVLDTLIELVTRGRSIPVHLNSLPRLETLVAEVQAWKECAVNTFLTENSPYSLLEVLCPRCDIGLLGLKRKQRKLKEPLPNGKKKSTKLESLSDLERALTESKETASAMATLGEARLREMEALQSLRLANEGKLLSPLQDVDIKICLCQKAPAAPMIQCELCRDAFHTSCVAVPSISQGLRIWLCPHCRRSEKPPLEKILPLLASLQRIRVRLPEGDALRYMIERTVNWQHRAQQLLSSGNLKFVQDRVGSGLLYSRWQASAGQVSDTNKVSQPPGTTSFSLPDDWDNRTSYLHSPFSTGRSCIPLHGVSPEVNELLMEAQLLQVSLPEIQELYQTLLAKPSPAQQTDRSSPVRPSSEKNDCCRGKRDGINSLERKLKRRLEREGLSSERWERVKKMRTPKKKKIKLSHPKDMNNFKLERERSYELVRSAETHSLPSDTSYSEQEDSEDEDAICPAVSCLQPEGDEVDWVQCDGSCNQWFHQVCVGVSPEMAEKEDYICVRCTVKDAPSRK
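Here, H3K4me3 peptide (12.5 µM in substrate mix) is demethylated by KDM5BΔAP, 200 nM final, after 10 min compound exposure. Formaldehyde product is coupled through FDH (0.25 U/mL in mix) to NADH fluorescence; 30-min ΔRFU feeds dose-response curves.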
Active calls of the source: *; u = inconclusive; [ ] = another dose, or the depositor's remark. Potency is the fitted concentration of half-maximal effect. The list is partial. The share of hits here may be higher or lower than overall.

KDM5B inhibitor | SMILES
4.4%[11.5 µM] | Cc1cc(NC(=O)c2cccc(Cl)c2)ccc1-c1cc2ccccc2oc1=O
u | O=C1C(=O)N(CCN2CCOCC2)C(c2ccccc2Cl)/C1=C(\O)c1ccc(Cl)cc1 (stereo unspecified)
u | CCc1cc2c(=O)c(-c3nc4ccccc4n3C)c(C)oc2c(CN2CCCCC2)c1O
9.8% | O=C(NC(C1CC1)C1CC1)C1CCCCC1
-6.3% | CC(=O)N1CCC(C(=O)Nc2ccc(Cl)cc2F)CC1
-12.4%[86.2 µM] | COc1ccc(-c2n[nH]c3c2CC(=O)N(Cc2ccccc2)C3)cc1OC
25.1µM* | Cc1cc(-c2cc3c(n(Cc4cccnc4)c2=O)CCN(C(=O)CCc2ccccc2)C3)ccc1F
0.3% | COCCn1c(CN2CCCCC2C)nc2c1c(=O)n(C)c(=O)n2C (stereo unspecified)
u | Cc1cccc(N(C)S(=O)(=O)c2nnc(NC(=O)c3cccs3)s2)c1
-28.1% | COc1ccccc1CN1CCN(C(=O)c2ccc(CCC(C)(C)O)cc2)CC1
2.0% | CS(=O)(=O)N1CCC(OC2CCN(C(=O)Nc3cccc(Cl)c3)CC2)CC1
13.5% | COc1ccc(C(=O)Oc2cc(-c3ccc(OC)c(OC)c3)cc(=O)c3c(C)oc(C)c23)cc1
22.4% | O=C(O)COCC(=O)N[C@H]1CCN2C(=O)c3cc(-c4ccccc4F)ccc3NC(=O)[C@H]12
-4.5% | CCc1nonc1NC(=O)c1oc2cc(C)c(Cl)cc2c1C
u | COc1ccc(C2Cn3nnc(-c4noc(-c5ccc(C)cc5C)n4)c3CO2)cc1 (stereo unspecified)
11.3% | CC(NC(=O)c1ccco1)c1nc2ccccc2n1Cc1ccc(Br)cc1 (stereo unspecified)
1.6% | Cc1cccc(NS(=O)(=O)c2ccc(Cl)c(C(=O)Nc3ccccc3C)c2)c1
4.3% | CC(C)CN1CCN(c2nc3c(c(=O)[nH]c(=O)n3C)n2CCc2ccccc2)CC1
20.8% | CCCNC(=O)c1ccc(OC(C)C)cc1
u | COc1ccc(-c2nc(C#N)c(N(C)CCC#N)o2)cc1
20.2%[86.2 µM] | CC(C)CN1C(=O)COC[C@@H]1[C@H](O)c1ccc(NC(=O)COc2ccccc2)cc1
3.6%[86.2 µM] | COc1ccc(CNC(=O)C[C@@H]2C[C@H]3O[C@H](CNC4CCCC4)[C@@H](O)[C@H]3O2)cc1
u | O=C(O)c1cc(-c2ccco2)nc2c(Cl)cccc12
-12.8% | COc1cc(NS(=O)(=O)c2c(C)nc3sc(C)c(C)n3c2=O)cc(OC)c1
-2.3% | CCOc1ccc(N(CC(=O)NC2CCCC2)C(=O)c2ccc(C)s2)cc1
u | CCCn1c2ccccc2c2cnn(CC(=O)NCCc3ccc(S(N)(=O)=O)cc3)c(=O)c21
-0.6% | COc1c(O)cnn(-c2ccccc2)c1=O
-16.6% | CCN(Cc1ccccc1)C(=O)C(=O)c1c(C)n(C)c2ccccc12
u | COc1ccccc1-c1nn(CCC(=O)Nc2ccc(C)cc2)c2nc(C)cc(C)c12
13.2% | Cn1cc(CN2CCC(n3nccc3NC(=O)c3ccccc3Cl)CC2)cn1
u | CCCOc1ccccc1C(N)C(=O)OCC (stereo unspecified)
-28.3% | O=C(Nc1cccc(Cl)c1)N1CCSc2ccccc21
u | O=C(C[C@@H]1O[C@H](CNC(=O)c2cccc(F)c2)[C@@H](O)[C@H]1O)NC1CC1
-42.2%[86.2 µM] | CC(=O)N1CCCN(C(=O)c2ccc3c(c2)NC(C)(COc2cccnc2)CO3)CC1 (stereo unspecified)
85.7%[activator][115 µM] | O=C1OC[C@@H]2CCNCc3ccccc3N12
4.1% | O=C(Nc1ccc(SC(F)F)cc1)c1n[nH]c(=O)c2ccccc12
-14.0% | CCOc1ccccc1NC(=O)Cn1c(=O)n(Cc2ccccc2)c(=O)c2c1c1cc(C)ccc1n2C
-7.5% | Cc1ccc(CCNC(=O)c2ccc3c(c2)nc2n3CCC(C)C2)cc1 (stereo unspecified)
28.2µM* | CCn1cnnc1CC1CCN(C(=O)c2cc(-c3ccc(C)c(C)c3)nc3ccccc23)CC1
-35.3% | COC(=O)c1nc2n(n1)C(c1cc(OC)ccc1OC)C(C(=O)Nc1ccc(C)cc1C)=C(C)N2 (stereo unspecified)

Some of these compounds in order of their number in KDM5B inhibitor, high to low:
KDM5B inhibitor | SMILES
9.8% | O=C(NC(C1CC1)C1CC1)C1CCCCC1
4.3% | CC(C)CN1CCN(c2nc3c(c(=O)[nH]c(=O)n3C)n2CCc2ccccc2)CC1
2.0% | CS(=O)(=O)N1CCC(OC2CCN(C(=O)Nc3cccc(Cl)c3)CC2)CC1
-4.5% | CCc1nonc1NC(=O)c1oc2cc(C)c(Cl)cc2c1C
-6.3% | CC(=O)N1CCC(C(=O)Nc2ccc(Cl)cc2F)CC1

(more compounds)
KDM5B inhibitor | SMILES
-15.4% | O=c1[nH]c(=S)n(-c2ccc(Br)cc2)c2ncccc12
-1.5% | CC(=O)Nc1ccc(C(=O)CSc2nnc(-c3ccccc3)n2-c2ccccc2)cc1
-1.5% | CCc1ccc(NC(=O)Cc2nc(-c3[nH]c(C)c(C(=O)OC)c3C)cs2)cc1
70.8µM* | Cc1ncc(CO)c(CN2CCC3(CC2)Cc2ccccc2CNC3=O)c1O
-14.2% | CCCNC(=O)CN1CN(c2ccccc2)C2(CCN(C(=O)Nc3ccc(CC)cc3)CC2)C1=O
-0.1%[86.2 µM] | COc1cc(OC)cc(N2C(=O)[C@@H]3C[C@@H](NC(=O)NC(C)C)CCN3C2=O)c1
-31.4% | COCCn1c(C)cnc1CCNC(=O)c1ccc(OC)nc1OC
-6.0% | NC(=O)c1ccc(Oc2ccc3c(c2)CCC3)c([N+](=O)[O-])c1
1.5% | Cc1ccc(-c2nnc(CCC(=O)N3CCc4sccc4C3)o2)cc1
-11.6% | COC(=O)c1ccc(C2Sc3ccccc3NC3=C2C(=O)c2ccccc23)cc1 (stereo unspecified)
u | COc1ccccc1NC(=O)CSc1ncc2c(n1)-c1cc(Cl)ccc1N(C)S2(=O)=O
16.8% | COc1ccc(/C=C(/C#N)C(=O)Nc2cccc3ncccc23)cc1OC
-29.2% | CCOCCCNc1nc2ccccc2n2c(CC)nnc12
11.2% | COc1cccc(CSC2=NS(=O)(=O)c3ccccc3N2Cc2ccccc2)c1
12.2% | CCn1cc(S(=O)(=O)N2CC[C@@H]3COCCN(C)[C@@H]3C2)cn1
u | COc1cccc(NC(=O)O[C@@H]2CO[C@H]3[C@@H]2OC[C@@H]3Nc2nccc(-c3ccc4c(c3)OCO4)n2)c1
-6.4% | CCOC(=O)c1ccc(NC(=O)CSc2nc(CCSC)c(C)[nH]2)cc1
9.8% | COc1ccc(-c2nc(N/N=C(\C)c3ccc(O)cc3)c3ccccc3n2)cc1
2.3% | O=C(Cc1c[nH]c2ccccc12)NCCc1ccc(Cl)cc1
29.2% | Cc1cc(C(C)(C)C)ccc1OC(=O)c1ccc(C#N)cc1
-0.6% | CC(C)c1ccc(NC(=O)CSc2cnc3cc(S(=O)(=O)N4CCCCC4)ccc3n2)cc1
-1.8% | Cc1ccc(NC(=O)CCNS(=O)(=O)c2cccc3nsnc23)cc1
-22.1% | COc1cccc(-c2ccc(F)c(C(N)=O)c2)c1OC
-37.3% | COc1ccc(C[C@H](N)C(=O)NCc2c(C)ncc3c2CCNC3)cc1
7.7% | O=C(NC1CCS(=O)(=O)C1)c1cc2sccc2n1Cc1ccc(Cl)cc1 (stereo unspecified)
-18.7% | CNC(=O)c1ccc(NC(=O)Cc2ccc(OC)cc2)cc1
-19.8% | CN(C)S(=O)(=O)N1CC[C@H]2C(=O)NCCCCCCN(Cc3ccncc3)[C@@H]2C1
-15.7% | Cc1ccc(C(=O)c2sc(Nc3cc(C)cc(C)c3)nc2N)cc1
24.1% | CCc1nnc2sc(-c3ccc(OC)c(NC(=O)C(C)(C)C)c3)nn12
-39.8% | CCc1nc2cc(N3CCCC(C(=O)NCc4ccccn4)C3)cnc2nc1CC (stereo unspecified)
7.7%[86.2 µM] | O=C(OCCF)N1CCC(Oc2cnc3c(ccn3-c3cncnc3)c2)CC1
21.8% | CCOc1cc(=O)n2c(c1C(=O)Nc1ccc(OC)cc1C)CCCC2
-1.8% | Cc1cccc(NC(=O)CSc2nc(=O)n(Cc3cccnc3)c3c2CCC3)c1C
u | O=C(/C=C/c1ccccc1O)c1ccc(Cl)cc1Cl
25.8% | O=C(NCCO)c1cc2ccccc2[nH]1
42.9%[activator] | CN(C)S(=O)(=O)c1ccc(C(=O)NCC(=O)Nc2ccc(F)c(F)c2)cc1
6.4% | COCc1nc(CCNC(=O)c2c3c(nc4ccccc24)CCCC3)no1
14.8% | COc1ccc(NS(=O)(=O)c2ccc3c(c2)NC(=O)CCS3)c(OC)c1
28.2µM* | CC(=O)N1C[C@H](NC(=O)c2cc3c(n(C)c2=O)CCCC3)[C@@H](C2CC2)C1
-22.5% | Fc1cccc(CN2CCC(Cc3nc(-c4ccccc4)n[nH]3)C2)c1 (stereo unspecified)
-1.6% | Cc1ccc(NC(=O)Nc2nnc(N(CC(C)C)CC(C)C)s2)cc1Cl
-9.6% | Cc1ccc2c(CN3CCN(Cc4ccccc4Cl)CC3)cc(=O)oc2c1
26.8% | Cn1nnnc1SCC(=O)Nc1ccc(Cl)c(S(=O)(=O)N2CCOCC2)c1
-0.4% | CCC(NC(=O)Cn1cnc2sc(C)c(-c3ccccc3)c2c1=O)c1ccc(C)cc1 (stereo unspecified)
-20.7%[86.2 µM] | O=C(NCc1cccc(F)c1)C1CCCN(c2nc3ncccc3o2)C1 (stereo unspecified)
8.3% | CN(Cc1ccccc1)C(=O)CC1CCCCN(Cc2ccccc2)C1=O (stereo unspecified)
8.3% | O=C1C2C3c4ccccc4C(c4ccccc43)[C@@H]2C(=O)N1c1ccccn1 (stereo partly specified)
11.3% | CCOC(=O)C(CC(C)C)NC(C)=O (stereo unspecified)
5.3% | Cc1cccc(C)c1NC(=O)Cn1c(=O)n(Cc2ccc3c(c2)OCO3)c(=O)c2oc3ccccc3c21
16.0% | CCOc1ccccc1C1NC(=O)N(CC(=O)N2CCN(c3ccccc3)CC2)C2=C1C(=O)OC2 (stereo unspecified)

(listing goes on)
KDM5B inhibitor | SMILES
-8.7% | COc1cccc(CNC(=O)[C@@H]2C[C@@H](O)CN2C2CCN(C(=O)CC(C)C)CC2)c1
u | CCCCc1c(C)[nH]n(-c2nc3ccccc3[nH]2)c1=O
11.4% | O=C(COc1ccccc1)N1CCN=C1SCc1ccccc1F
-4.8% | CCN(CC)S(=O)(=O)c1cccc(C(=O)NC(c2ccc3c(c2)OCCO3)C(C)C)c1 (stereo unspecified)
u | CN(Cc1ccccc1)C(=O)C[C@@H]1CCNC[C@@H]1Cc1cc(-c2ccc(F)cc2)on1
-20.1% | COc1cccc(CN2CCCC(c3ccc(C(=O)O)cc3)C2)c1OC (stereo unspecified)
u | O=C(CNc1cccc2ccccc12)N/N=C/c1ccc[nH]1
-3.1% | Cc1ccc(CNC(=O)CN2N=C(c3ccccc3)CCC2=O)cc1
-14.4% | CCCC(=O)NCC(c1ccc2c(c1)OCO2)N1CCN(c2ccc(F)cc2)CC1 (stereo unspecified)
7.1% | COc1ccccc1NC(=O)COc1cc(O)c2c(=O)cc(-c3ccccc3)oc2c1

Part of the list above, bar-delimited:
structure | KDM5B inhibitor
CCN(CC)S(=O)(=O)c1cccc(C(=O)NC(c2ccc3c(c2)OCCO3)C(C)C)c1 (stereo unspecified) | -4.8%
CN(Cc1ccccc1)C(=O)C[C@@H]1CCNC[C@@H]1Cc1cc(-c2ccc(F)cc2)on1 | u
COc1cccc(CN2CCCC(c3ccc(C(=O)O)cc3)C2)c1OC (stereo unspecified) | -20.1%
O=C(CNc1cccc2ccccc12)N/N=C/c1ccc[nH]1 | u

Remaining list, next part
KDM5B inhibitor | SMILES
11.9% | Cc1cc(C)n(C(=O)c2ccc(C)c(S(=O)(=O)N3CCCCCC3)c2)n1
13.1% | COc1ccc(-c2nnc(SC(C)C(=O)NC3CC3)o2)cc1 (stereo unspecified)
-18.0% | CN(C)[C@@H]1CN(C(=O)C2CCCCC2)CC[C@@H]1CO
3.5% | CCCCCCOc1ccc(C(=O)CCC(=O)O)cc1
5.7% | CCc1ccc(CCC(=O)Nc2cccnc2)cc1
6.8% | Cn1c(=O)[nH]c(=O)c2c1ncn2CC(O)c1ccccc1 (stereo unspecified)
-21.0% | CC(C)N1C[C@H](O)C[C@H]1c1nnc2n1CCN(C(=O)c1nccc3ccccc13)CC2
-7.2% | O=C(c1ccccc1)N1CCN(Cc2cccc3cccnc23)CC1
-10.2% | O=C(O)c1cc(-c2ccccc2CO)cc(S(=O)(=O)N2CCCCCC2)c1
-28.3% | CCN(CC)CCNC(=O)Cn1c(C)cc2ccccc21
-6.6% | Cc1ccc(OCc2nnc(SCC(=O)Nc3ccccc3C(C)C)o2)cc1
26.1% | CC(C(=O)N1CCC(c2n[nH]c(=O)n2-c2ccccc2)CC1)c1ccccc1 (stereo unspecified)
13.6% | CCCN(CCC)C(=O)c1nn(Cc2ccccc2)c(=O)c2ccccc12
u | COCCn1ccc2c(OCC(=O)NCc3ccc(F)cc3)cccc2c1=O
-19.0% | O=C(c1cnccn1)N1CCC(c2noc(C3CC3)n2)C1 (stereo unspecified)
21.4% | O=C(c1cc(Br)c[nH]1)N1CCSCC1
-4.3% | Cc1ccc(C)c(NC(=O)c2ccc3c(c2)CCN3S(=O)(=O)c2ccccc2)c1
26.3% | Cc1ccc2c(ccn2CCNC(=O)Cn2nc3c(cc2=O)CCCCC3)c1
-25.8% | CC(C)(C)OC(=O)COc1ccc2c(=O)c(-c3ccccc3)c(C(F)(F)F)oc2c1
-13.1%[86.2 µM] | COc1cccc(CC(=O)N[C@@H]2C[C@H](COc3cccc(C)n3)[C@@H](O)[C@H]2O)c1
